TDP-43 yeast inh: TDP-43 toxicity inhibition in yeast; hit rate 1.8% among 410,000; Potency, µM (doses to about 46.1 µM), without a hit: top-dose growth rescue (activation), usual class: activators; TDP-43 expressing yeast growth rescue, BacTiter-Glo, 24 h; note: potency is the fitted concentration of half-maximal effect; % of control where 0% means no effect; nearly all actives have a fitted effect of over 50% in size
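Yeast cells expressing TDP-43 under galactose induction are exposed to compounds for 24 hr at 30 deg C. BacTiter-Glo luminescence measures growth, so protective compounds score as activators.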
pAkt inh: inhibitors of Akt phosphorylation; activity change, % for hits at 50 µM; hit rate 0.32% among 360,000; Neuro2A IGF-stimulated pAkt S473 HTRF, 20 min; stronger effect = lower value; in the data active = activity change below about -80%; inconclusive = mostly about -51% to -80%; note: % is set by controls: 0 for no effect and ±100 for the full control effect
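Single-point screen (50 µM final compound) in Neuro2A cells stimulated 20 min with 6 nM IGF at 37 deg C. After lysis, Ser473-phosphorylated Akt read by HTRF (ex 330 nm, em 615/665 nm) as the 665/615 ratio.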
Abeta rescue: restores growth of yeast expressing A-beta42 peptide; yeast expressing A-beta42, growth rescue, OD600, 48 h; response scale: 0% DMSO, 100% iron-clioquinol control; Potency, µM (top dose mostly 46.1 µM), for the others: at the top dose growth rescue, most hits filed as activators; hit rate 0.063% among 410,000; AID 1347071; note: potency is the fitted concentration of half-maximal effect; nearly all actives have a fitted effect of over 55% in size
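Growth rescue measured by 600 nm absorbance after 48 h yeast culture at 30 C with compound. Values normalized between DMSO and an equimolar ferric chloride plus clioquinol control.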
Mm-Cpn inhibitor: M. maripaludis TRiC chaperonin inhibition | AID 504842 | purified Mm-Cpn ATPase, ADP Transcreener TR-FRET | Potency, µM (titrated, usually from 76.9 µM), for the others: top-dose activity, negative = inhibition, usual class: inhibitors | hit rate 0.031% among 330,000; note: potency is the fitted concentration of half-maximal effect; % is set by controls: 0 for no effect and ±100 for the full control effect; nearly all actives have a fitted effect of over 80% in size
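Eu-cryptate anti-ADP/ADP-d2 competition gives a ratio inversely related to ADP. Enzyme at 25 nM was pre-exposed to compound for 10 min, then given 10 uM ATP for 30 min, 37°C throughout.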
HEK293 tox: cytotoxicity counter-screen for GLP-1 receptor inverse agonists | HEK293 cAMP-luciferase reporter cells, luminescence, 24 h | Potency, µM (titrated, usually from 38.3 µM), without a hit: at the top dose activity change, negative = inhibition, hits mostly inhibitors | hit rate 0.13% among 410,000;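 note: loss of luciferase light is scored as toxicity; potency is the fitted concentration of half-maximal effect; % is set by controls: 0 for no effect and ±100 for the full control effect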
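Here, cytotoxicity is scored as loss of luminescence. The MLSMR collection was tested on cells seeded in medium containing 10% Nu serum, with a 24 hr compound exposure preceded by 12 hours of culture.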
aSyn rescue: alpha-synuclein toxicity inhibition in yeast | AID 652106 | hit rate 0.14% among 370,000 | Potency, µM (top dose mostly 46.1 µM), without a hit: top-dose growth rescue (activation), usual class: activators | Yeast expressing alpha-synuclein, growth rescue, BacTiter-Glo, 24 h; note: potency is the fitted concentration of half-maximal effect; % of control where 0% means no effect; nearly all actives have a fitted effect of over 65% in size
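Readout is rescue of growth in alpha-synuclein-expressing yeast, so inhibitors of toxicity appear as activators. Growth after 24 hr at 30 deg C in galactose medium is quantified by luminescence.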
FUS suppressor: FUS proteinopathy suppression in yeast; S. cerevisiae FUS-expressing, growth rescue, OD600, 24 h; Potency, µM (top dose mostly 76.6 µM), inactives show top-dose growth rescue (activation), most hits filed as activators; hit rate 0.24% among 390,000; AID 1347120;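 note: potency is the fitted concentration of half-maximal effect; plate controls were DMSO vehicle for no effect and reference control for full effect; nearly all actives have a fitted effect of over 55% in size; some results filed as inactive show a strong effect at the top dose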
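Steps: raffinose overnight preculture; dilution to OD 0.005 in 2% galactose minimal medium; compound addition (concentration series); 24hr at 30C, 99% humidity; absorbance read at 600 nm.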
GLP1R inv ag: GLP-1 receptor (human) inverse agonism; AID 624417; Potency, µM (series often up to 38.3 µM), inactives show at the highest dose activity change, negative = inhibition, most hits filed as inhibitors; HEK293 GLP-1R CRE-luciferase, luminescence, 24 h; GLP-1R form is constitutively active; P43220; hit rate 1.6% among 410,000; note: potency is the fitted concentration of half-maximal effect; % is set by controls: 0 for no effect and ±100 for the full control effect; nearly all actives have a fitted effect of over 55% in size
Target sequence (P43220 whole entry, looked up): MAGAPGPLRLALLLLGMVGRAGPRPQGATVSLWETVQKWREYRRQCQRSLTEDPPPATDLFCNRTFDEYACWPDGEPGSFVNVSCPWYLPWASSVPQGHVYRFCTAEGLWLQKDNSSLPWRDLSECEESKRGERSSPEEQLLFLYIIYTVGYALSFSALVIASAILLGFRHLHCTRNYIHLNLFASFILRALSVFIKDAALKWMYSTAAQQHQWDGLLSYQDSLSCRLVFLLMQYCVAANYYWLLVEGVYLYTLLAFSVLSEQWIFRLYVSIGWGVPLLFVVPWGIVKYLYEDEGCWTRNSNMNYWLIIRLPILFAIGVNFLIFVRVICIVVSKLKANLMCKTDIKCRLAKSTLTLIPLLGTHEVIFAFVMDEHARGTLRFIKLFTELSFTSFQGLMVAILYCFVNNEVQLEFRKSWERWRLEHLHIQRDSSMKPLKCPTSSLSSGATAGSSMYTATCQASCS
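HEK293 cells stably co-expressing a cAMP-responsive luciferase reporter and constitutively active GLP-1R were seeded, incubated 12 h, then exposed to compounds for 24 h at 37 C. Luminescence was read 12 min after detection reagent; inverse agonists lower signal.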
PTHR1 ag: agonists of human PTHR1 parathyroid hormone receptor; AID 743266; Potency, µM (series often up to 115 µM), for inactives: at the top dose activation, actives largely listed as activators; HEK293 GP2 PTHR1 cells, GloSensor cAMP luminescence, 1 h; hit rate 0.075% among 410,000; Q03431; note: potency is the fitted concentration of half-maximal effect; nearly all actives have a fitted effect of over 55% in size; some results filed as inactive show a strong effect at the top dose; inactives centre near -15; many of its hits are not listed in these tables
Target sequence (Q03431 whole entry, looked up): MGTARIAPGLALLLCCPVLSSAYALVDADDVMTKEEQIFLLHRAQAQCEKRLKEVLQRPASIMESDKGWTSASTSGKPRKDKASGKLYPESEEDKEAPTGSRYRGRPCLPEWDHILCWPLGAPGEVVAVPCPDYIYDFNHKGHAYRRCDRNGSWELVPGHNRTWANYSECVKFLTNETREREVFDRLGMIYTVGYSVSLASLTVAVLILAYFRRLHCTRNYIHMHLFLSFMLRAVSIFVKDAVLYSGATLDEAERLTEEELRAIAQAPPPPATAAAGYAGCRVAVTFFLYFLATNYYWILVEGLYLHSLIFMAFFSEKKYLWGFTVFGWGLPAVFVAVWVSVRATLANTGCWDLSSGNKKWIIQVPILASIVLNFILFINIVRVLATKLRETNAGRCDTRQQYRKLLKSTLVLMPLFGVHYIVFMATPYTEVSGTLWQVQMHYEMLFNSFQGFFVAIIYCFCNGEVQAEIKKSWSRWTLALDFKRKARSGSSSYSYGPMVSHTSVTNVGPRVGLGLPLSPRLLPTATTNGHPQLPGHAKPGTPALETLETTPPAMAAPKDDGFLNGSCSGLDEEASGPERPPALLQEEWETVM
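HEK-293-derived GP2 cells expressing PTHR1 and a GloSensor cAMP reporter, 3,000/well, plated overnight, given luciferin plus IBMX (each 0.5 mM as added) for 1 h at 37 °C, then compound for 1 h at 37 °C. Luminescence was read after 15 min at room temperature.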
* = called active by the depositor; i = inactive; ? = inconclusive; / = no result given; [ ] = dose if it differs, or a comment. Unless noted, calls come from the whole dose curve; as a rule, active = well fitted curve in the direction sought with a large enough effect; inconclusive = small, poorly fitted or top-dose-only effect, or another doubt; inactive = no such curve, though single readings can be large; an effect the other way counts as inactive or inconclusive. The list is partial (hit frequency here may not be typical).

SMILES	TDP-43 yeast inh	pAkt inh	Abeta rescue	Mm-Cpn inhibitor	HEK293 tox	aSyn rescue	FUS suppressor	GLP1R inv ag	PTHR1 ag
Cc1ccc(S(=O)(=O)NC(=O)C2(C)CCN2C(=O)CCc2ccc(Cl)cc2Cl)nc1 (stereo not drawn)	22%	i	-10%	/	4%	?	7%	20%	-10%
Cc1ccc(-n2c(=O)c3c(cnn3C)n(Cc3ccccc3F)c2=O)cc1	11%	/	-22%	/	2%	/	6%	13%	i
CCS(=O)(=O)N1CCC(n2c(C)nc3cccnc32)CC1	24%	/	-5%	/	11%	/	-18%	0%	i
CCOC(=O)C1(C)CCCN(C(=O)c2cc(OC)c(OC)c(OC)c2)C1 (stereo not drawn)	19%	i	6%	/	21%	-1%	3%	3%	i
O=[N+]([O-])c1ccc(C2CN=C(Nc3ccccc3)S2)cc1 (stereo not drawn)	2%	i	8%	-2%	-4%	-2%	22%	5%	i
C=CCN(Cc1cccs1)C(=O)CN1CCN(S(=O)(=O)c2ccc3c(c2)OCCCO3)CC1	-2%	i	1%	-1%	7%	7%	6%	?	-32%
O=C(/C=C/c1c[nH]c2ccccc12)c1cccc2ccccc12	?	i	4%	3%[15.4 µM]	78%[activator]	18%	/	?	i
COCCn1c(C)cc(/C=N/NC(=O)c2cc3ccccc3cc2O)c1C	?	i	-19%	-3%	-1%	-15%	/	4%	-3%
Cc1cc(C)cc(Oc2c(C(F)(F)F)oc3cc(OCC(=O)NC4CCCCC4)ccc3c2=O)c1	0%	/	5%	/	5%	/	5%	-8%	i
Cc1ccc2c(c1)c(C)cc[n+]2Cc1ccccc1	-10%	i	-5%	1%	2%	-8%	/	-16%	-25%
Cc1c(C=NNC(=O)c2ccc(Br)cc2)c2ccccn2c1C(=O)c1ccncc1	6%	i	-2%	-2%	2%	4%	-25%	-4%	-13%
O=C(O)c1ccc(N/N=C/c2cccc3nccnc23)cc1	3%	i	11%	-2%	-16%	1%	11%	12%	-44%[inhibitor]
C[C@H](O)[C@@H]1C(=O)N2CCc3ccc(-c4cccc(F)c4)cc3[C@@H]2C[C@@H]1N(C)C(=O)C(C)(C)C	15%	i	2%	/	2%	4%	30%	-7%	i
Cc1ccc2nc3c(cc(C(=O)NCCc4ccccc4)c(=N)n3CC3CCCO3)c(=O)n2c1 (stereo not drawn)	-24%	i	-2%	1%	/	-1%	25%	56%[activator]	i
Cc1ccc(C(=O)N(C)CCOc2ccccc2)cc1S(=O)(=O)N1CCCCC1	25%	i	-16%	1%	-5%	2%	?	?	-36%[inhibitor]
CCn1c(=O)n(CC)c2cc(N3CCCCC3)c(NC(=O)Nc3cc(C)cc(C)c3)cc21	18%	/	-6%	/	-4%	/	-5%	?	i
COc1ccccc1N1CCN(/N=C\C(Br)=C\c2ccccc2)CC1	11µM*	i	-13%	0%	-24%	0%	-6%	115%[activator]	-24%
COc1ccc(C(=O)c2c(C)oc3ccc(O)cc23)c(OC)c1	-8%	i	-6%	2%	-19%	4%	1%	?	-9%
O=C(CSc1nc2ccccc2c(=O)[nH]1)Nc1ccc(S(=O)(=O)N2CCCC2)cc1	-14%	i	8%	2%	-16%	-1%	9%	5%	-34%
O=C(CCC1N=C2c3ccccc3N=C(SCC(=O)NCC3CCCO3)N2C1=O)NCc1ccc(F)cc1 (stereo not drawn)	-14%	/	-17%	-1%	-7%	-16%	3%	0%	16%
Cc1cccc(OC(=O)Cn2c(C(F)(F)F)nc3ccccc32)c1	24%	i	?	0%	2%	1%	-10%	-8%	-21%
COC(=O)c1ccc(CSc2nnc(CNC(=O)c3ccccc3F)o2)o1	14%	i	17%	/	-15%	4%	-2%	4%	i
Cc1ccc(NC(=O)CSc2nc3ncccc3[nH]2)cc1F	9%	/	2%	/	0%	/	13%	5%	i
CCOC(=O)c1cc(-c2ccccc2)nn1CCC#N	16%	i	?	2%	-11%	9%	0%	14%	-1%
CCOC(=O)c1c(C)n(C)c2ccc(OC)c(NC(=O)CN3CCN(C(=O)c4ccco4)CC3)c12	6%	i	-1%	-1%	1%	-9%	-2%	-14%	?
O=C(c1ccc(NS(=O)(=O)c2ccc(F)cc2)cc1)N1CCCCCC1	0%	i	0%	-1%	0%	3%	33%	?	-10%
C=CCOc1ccc(C=Nc2ccc(C)c(Cl)c2)c(O)c1	-2%	i	27%	0%	-10%	4%	-13%	2%	-43%[inhibitor]
Cc1ccc(OCC(O)CN2CCN(CC(O)COc3ccc(C)cc3)CC2)cc1 (stereo not drawn)	-30%[inhibitor]	i	9%	-18%	-12%	7%	16%	-2%	-15%
CC(=O)OC(C(=O)NC1CCCCC1)c1ccccc1F (stereo not drawn)	-24%[0.397 µM]	i	-2%	0%	2%	-7%	19%	-8%	6%
O=S(=O)(c1ccccc1)c1nc(-c2ccccc2Cl)oc1NCCN1CCOCC1	-16%	i	-1%	1%	0%	1%	0%	-8%	20%[57.5 µM]
Cn1nccc1NS(=O)(=O)c1ccc(F)cc1	-3%	i	-12%	2%	40%[activator]	-2%	20%	8%	i
COc1ccccc1/C=C(/C(=O)OCC(=O)NCc1ccccc1)c1ccccc1	-3%[0.397 µM]	i	-17%	-1%	-6%	-1%	4%	?	-14%
CC(=O)NC12CC3CC(C)(C1)CC(NC(C)=O)(C3)C2	-7%	i	-3%	1%	15%	-4%	23%	-1%	i
C/C(=N\NC(=S)NC1CCCCC1)c1ccccc1	14%	i	-2%	1%	?	-3%	-3%	5.6µM*	-17%
CCc1c(C)nc(SCc2nc(-c3ccccc3C)no2)[nH]c1=O	12%	/	-3%	/	-1%	/	4%	2%	-67%[inhibitor]
O=C(COc1cccc([N+](=O)[O-])c1)N/N=C/c1ccco1	-1%	i	-1%	-1%	-11%	-9%	-15%	-7%	-6%
CC(=O)Nc1ccc2nc(NC(=O)CS(=O)(=O)c3ccc(C)cc3)sc2c1	8%	/	-15%	/	0%	/	15%	16%	i
[N-]=[N+]=CC(=O)CNC(=O)[C@@H](Cc1ccccc1)N1C(=O)c2ccccc2C1=O	18%	i	8%	-1%	?	11%	7%	2%	i
Cc1c(Cl)cnc(NC(=O)COC(=O)c2ccc3ncsc3c2)c1Cl	-6%[0.397 µM]	i	7%	-11%	-14%	2%	-2%	-3%	-10%
Fc1cc(Br)ccc1NC(=S)Nc1ccccc1	?	i	-21%	-10%	2%	-8%	/	19%	-29%
O=C(COc1ccc(Cl)cc1)NCc1nnc(SCC(=O)N2CCCCCC2)o1	-11%	i	-21%	1%	-5%	0%	-8%	-25%	i
CC(C)(C)OC(=O)N1CCC(c2c(C(=O)N3CCN(c4ncccn4)CC3)cnn2-c2cccc(F)c2)CC1	-2%	/	-19%	/	7%	/	-8%	6%	i
OC(CN1CCN(c2cccc(Cl)c2)CC1)c1ccccc1 (stereo not drawn)	-8%	i	-12%	-1%	-7%	1%	21%	?	-12%
CCOC(=O)CCCc1ccc(/C(C)=N/NC(=S)NC)cc1	27%	i	?	1%	?	6%	11%	?	-7%
Oc1c(Cl)cc(Cl)c(Cl)c1Cc1c(O)c(Cl)cc(Cl)c1Cl	-92%[inhibitor]	i	-94%[inhibitor]	1%[15.4 µM]	-26%	-71%[inhibitor]	-25%	?	-56%[inhibitor]
CC(/C=C/c1ccco1)=N\NC(=O)c1cccnc1	-12%	i	-3%	2%	15%	5%	48%	12%	3%
COCCNC(=O)CN1C(=O)CSc2ncccc21	7%	i	6%	0%	-1%	6%	-9%	5%	i
O=C(OCC(=O)c1ccc(Cl)s1)c1cncc(Br)c1	22%	i	-7%	-3%	-6%	-3%	-12%	-1%	i
Cc1cc2c(cc(C(=O)OC(C)C(=O)NCc3ccc(F)cc3)n2C)o1 (stereo not drawn)	-1%	i	-12%	/	-18%	0%	2%	19%	i
CC(C)CNc1ncnc2c1ncn2[C@H]1CN(Cc2cccc3ccccc23)C[C@@H](CO)O1	6%	i	-8%	/	-15%	11%	27%	?	-15%
COc1ccc(C(=O)NC2(C(F)(F)F)NC(=O)N(CCCc3ccccc3)C2=O)c(OC)c1OC (stereo not drawn)	20µM*	i	-33%[inhibitor]	1%	4%	22%	45%	?	-27%
COc1cc(C2OCC3C(c4cc(OC)c(OC)c(OC)c4)OCC23)cc(OC)c1OC (stereo not drawn)	23%	i	2%	-3%	-2%	3%	8%	-7%	-19%
COC(=O)c1ccc(C(=O)NC2CCCc3c2cnn3-c2ccc(C)c(C)c2)cc1 (stereo not drawn)	22%	i	-7%	-2%	?	1%	6%	?	-40%[inhibitor]
CCN(CC(=O)NC(=O)NCc1ccccc1)Cc1nc2ccccc2c(=O)[nH]1	3%	i	-5%	?	6.3µM*	6%	7%	?	i
CC1=C(C(=O)O)CC(S(=O)(=O)O)C1(C)C (stereo not drawn)	2%	i	-12%	/	-5%	7%	/	4%	i

Shown in markdown: entries from further up.
| canonical_smiles | TDP-43 yeast inh | pAkt inh | Abeta rescue | Mm-Cpn inhibitor | HEK293 tox | aSyn rescue | FUS suppressor | GLP1R inv ag | PTHR1 ag |
| --- | --- | --- | --- | --- | --- | --- | --- | --- | --- |
| CC1=C(C(=O)O)CC(S(=O)(=O)O)C1(C)C (stereo not drawn) | 2% | i | -12% | / | -5% | 7% | / | 4% | i |
| COc1cc(C2OCC3C(c4cc(OC)c(OC)c(OC)c4)OCC23)cc(OC)c1OC (stereo not drawn) | 23% | i | 2% | -3% | -2% | 3% | 8% | -7% | -19% |
| CC(/C=C/c1ccco1)=N\NC(=O)c1cccnc1 | -12% | i | -3% | 2% | 15% | 5% | 48% | 12% | 3% |
